# From PubChem
# SNCA viab count = reduces viability of HEK-293 SNCA reporter cells | HEK-293-SNCA-luc viability, GF-AFC fluorescence, 24 h | Potency, µM (series often up to 57.1 µM), for inactives: at the highest dose activity change, negative = cytotoxicity, usual class: cytotoxic | 150,000 tested, 0.12% active;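 note: potency is the fitted concentration of half-maximal effect; 0% = DMSO-treated cells and -100% = medium-only wells without cells; nearly all actives have a fitted effect of over 30% in size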
#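 HEK-293-SNCA-luc cells (1500/well) plated 24 h, then exposed 24 h to a dilution series; GF-AFC added 30 min at 37C, fluorescence 405/540 nm; normalised to medium-only and DMSO wells, Hill fit.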
# HEK293 tox = HEK 293 cell cytotoxicity. 94,000 tested, 6.6% active. Potency, µM (titrated, usually from 115 µM), inactives show at the top dose activity change, negative = cytotoxicity, most hits filed as inhibitors. HEK 293 viability, ATP luminescence (CellTiter-Glo), 48-72 h; note: potency is the fitted concentration of half-maximal effect; nearly all actives have a fitted effect of over 60% in size
#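 Read-out: CellTiter-Glo ATP luminescence. Cells: HEK 293, 250 cells/well. Exposure: 48 or 72 hr, 37 degree Celsius.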
# FLuc inh = Photinus pyralis luciferase inhibition. P08659. purified P. pyralis luciferase, luminescence, biochemical. Potency, µM (top dose mostly 115 µM), inactives show top-dose activity change, negative = inhibition, usual class: inhibitors. 76,000 tested, 2.5% active; note: potency is the fitted concentration of half-maximal effect; nearly all actives have a fitted effect of over 65% in size
#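 Purified 10nM P. pyralis luciferase with 10uM D-luciferin and 10uM ATP in 50mM Tris acetate pH 7.5, 10mM Mg acetate, 0.01% Tween-20, 0.05% BSA. qHTS titration; luminescence read by CCD imager.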
# GPT2 inhibitor = GPT2 alanine aminotransferase inhibition; Q8TD30; Recombinant GPT2, coupled pyruvate oxidase/HRP Amplex Red fluorescence; Potency, µM (highest dose often 57.7 µM), without a hit: at the top dose activity change, negative = inhibition, most hits filed as inhibitors; 100,000 tested, 0.25% active; AID 1671188; note: potency is the fitted concentration of half-maximal effect; nearly all actives have a fitted effect of over 60% in size; many of its hits are not listed in these tables
# Target sequence (Q8TD30 whole entry, looked up): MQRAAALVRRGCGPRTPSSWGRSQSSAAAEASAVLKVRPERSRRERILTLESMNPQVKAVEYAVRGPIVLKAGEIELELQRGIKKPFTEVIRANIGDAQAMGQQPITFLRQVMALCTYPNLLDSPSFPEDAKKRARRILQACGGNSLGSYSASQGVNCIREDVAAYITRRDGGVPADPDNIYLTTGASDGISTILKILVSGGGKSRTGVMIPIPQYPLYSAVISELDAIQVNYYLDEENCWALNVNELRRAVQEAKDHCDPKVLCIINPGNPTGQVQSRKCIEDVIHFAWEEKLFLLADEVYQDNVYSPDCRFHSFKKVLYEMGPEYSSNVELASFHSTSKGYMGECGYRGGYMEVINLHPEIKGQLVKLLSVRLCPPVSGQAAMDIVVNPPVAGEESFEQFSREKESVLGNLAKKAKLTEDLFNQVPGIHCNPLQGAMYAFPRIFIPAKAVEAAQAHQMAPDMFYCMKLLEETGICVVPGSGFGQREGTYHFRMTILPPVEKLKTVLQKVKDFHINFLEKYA
#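 Fluorescence of coupled pyruvate oxidase/HRP/Amplex Red system (50uM Amplex, 30 min, dark) reports pyruvate formed by GPT2. Enzyme reaction: 10ng/uL GPT2, 2mM L-alanine, 250uM a-KG, 30 min room temperature, pH 7.5; 50uM AOA control.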
# 3T3 cytotox = cytotoxic compounds in NIH 3T3 cells; NIH 3T3 viability, CellTiter-Glo ATP luminescence, 48-72 h; Potency, µM (series often up to 96.7 µM), for the others: at the highest dose activity change, negative = cytotoxicity, hits mostly inhibitors; 94,000 tested, 4.3% active; AID 1345082; note: potency is the fitted concentration of half-maximal effect; nearly all actives have a fitted effect of over 55% in size
#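 Mouse fibroblast NIH 3T3 cells, 400 per well, received compound via pintool and were incubated for 48 or 72 hr prior to CellTiter-Glo ATP luminescence measurement.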
# SNCA expr inh = reduces expression of the alpha-synuclein gene; HEK-293 SNCA-luciferase knock-in, luminescence, 24 h; Potency, µM (top dose mostly 57.2 µM), without a hit: top-dose activity change, negative = inhibition, usual class: inhibitors; 140,000 tested, 0.17% active;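 note: potency is the fitted concentration of half-maximal effect; plate controls were DMSO cells for no effect and cell-free wells for full effect; nearly all actives have a fitted effect of over 45% in size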
# IP6K1 inhibitor = blocks human inositol hexakisphosphate kinase 1 | Q92551 | IP6K1 kinase, ADP-Glo luminescence, 2 h; hits give low values | activity change, % (series mostly up to about 58 µM) | 140,000 tested, 0.81% active | AID 1645851; in the data active = activity change below about -25%
# Target sequence (Q92551 whole entry, looked up): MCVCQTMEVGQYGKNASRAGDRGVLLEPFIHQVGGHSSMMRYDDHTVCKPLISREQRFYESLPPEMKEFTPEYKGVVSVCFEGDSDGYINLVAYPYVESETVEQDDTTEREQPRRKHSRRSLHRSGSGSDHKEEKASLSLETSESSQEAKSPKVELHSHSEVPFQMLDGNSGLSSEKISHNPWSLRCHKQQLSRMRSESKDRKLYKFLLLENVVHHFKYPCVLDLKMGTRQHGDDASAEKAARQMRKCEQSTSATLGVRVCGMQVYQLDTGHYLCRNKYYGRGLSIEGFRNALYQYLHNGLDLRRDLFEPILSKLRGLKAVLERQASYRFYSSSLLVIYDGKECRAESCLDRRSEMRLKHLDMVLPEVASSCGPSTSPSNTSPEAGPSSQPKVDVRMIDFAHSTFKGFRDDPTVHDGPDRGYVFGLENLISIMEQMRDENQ
#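 ADP-Glo luminescence measures ADP made by human IP6K1 during a 2 h RT reaction with ATP/IP6 (mix at 1.3 mM/130 uM); top library doses 57.5 and 19.1 uM final.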
# The depositor's hits bear a star; i = inactive; u = inconclusive; x = no result given; & = joins results of further samples; [ ] = dose if it differs, or a comment. Unless noted, calls come from the whole dose curve; as a rule, active = well fitted curve in the direction sought with a large enough effect; inconclusive = small, poorly fitted or top-dose-only effect, or another doubt; inactive = no such curve, though single readings can be large; an effect the other way counts as inactive or inconclusive. Unless noted, % is set by controls: 0 for no effect and ±100 for the full control effect.
mol | SNCA viab count | HEK293 tox | FLuc inh | GPT2 inhibitor | 3T3 cytotox | SNCA expr inh | IP6K1 inhibitor
O=C(NC1CC1)C1CC(=O)N(c2n[nH]c3ccccc23)C1 (stereo unspecified) | 7% | 2% | 12% | -7% | i | -6% | 1
O=C(c1ccc2cc[nH]c2c1)N1CCC(N2CC(OCC3CC3)C23CCOCC3)CC1 (stereo unspecified) | 3% | -4% | 1% | -5% | i | 15% | 1
COc1ccc(NC(=O)Cn2c(-c3cccc(Cl)c3)nc(C)c(CCO)c2=O)cc1OC | u | u | 0% | -16% | -22% | -19% | -9
CCc1noc(-c2cn(C3CCN(C(=O)C(C)Oc4ccccc4)C3)nn2)n1 (stereo unspecified) | 1% | -7% | -2% | i | -10% | 4% | 10
CCc1ccc(NC(=O)CSc2nc(C)c(C(=O)Nc3ccccc3)c(-c3ccc(OC)c(OC)c3)c2C#N)cc1 | -3% | x | x | x | x | 4% | -10
COc1ccc(CCNC(=O)CN2C(=O)NC3(CCOCC3)C2=O)cc1OC | -5% | 0% | -1% | 3% | 5% | u | 3
COc1ccc(-c2nc(CN3CCC(C(=O)NCCN(CC(C)C)CC(C)C)CC3)c(C)o2)cc1OC | 11% | x | x | x | x | 19% | 9
CO[C@H]1c2cc(C(C)C)c(O)c(O)c2[C@@]23CCCC(C)(C)C2[C@@H]1OC3=O (stereo partly specified) | -12% | x | x | u | x | x | -18
COCCOC1CCN(C(=O)NCCc2ccccc2)CC1 | -4%[12.5 µM] | -1% | u | i | i | 131%[activator] | 15
COCCNc1ccc(-c2noc([C@@H]3CCCN3Cc3ccccc3F)n2)cn1 | -4%[87.6 µM] | u | 0%[172 µM] | -2%[88.5 µM] | -15%[138 µM] | -7%[87.6 µM] | -13
O=S(=O)(c1cccc(F)c1)N1CCC(Oc2ccc(-n3cnnn3)cc2)CC1 | 7% | x | x | x | x | 2% | -9
Cc1cc(N2C[C@H](NC(=O)CN3CC(=O)NC3=O)[C@@H](C3CC3)C2)ncn1 | 1% | 1% | 1% | i | 3% | 2% | -5
CC(C)Oc1ccc(C(=O)N2CCCCC2CCN2CCCCC2)cc1 (stereo unspecified) | -3% | x | x | x | x | 10% | -15
CCc1[nH]nc(C(=O)N2CCC(c3[nH]ncc3-c3cccc(C)c3)CC2)c1C | -14% | u | 0% | -5% | u | 7% | 22
COc1ccc(S(=O)(=O)N2CCC(n3c(C(F)(F)F)nc4cccnc43)CC2)cc1OC | 3% | x | x | x | x | -10% | -15
N#Cc1nc(-c2ccc(COc3ccccc3)o2)oc1N1CCCCC1 | 3% | x | x | x | x | 8% | 1
Nc1ccc2nc(-c3ccc(O)cc3)sc2c1 | -2% | x | x | x | x | 1.3µM* | -17
Cc1ccc(C)c(-c2cc3c(=O)n(CCNC(=O)c4ccccc4)ccn3n2)c1 | u | u | -19% | i | u | u | 1
CC(C)CNc1ccc2c(n1)C(C)(C(=O)NC1CC1)CN(Cc1ccccc1)C2 (stereo unspecified) | u | 63µM* | 1%[172 µM] | i | u | u | 11
Cc1cccc(NC(=O)N2CC(Oc3ccccc3-c3nc(-c4ccccc4)no3)C2)c1 | -25% | -3% | -28% | i | -13% | -19% | 8

# 3 entries drawn at random from those above:
mol | SNCA viab count | HEK293 tox | FLuc inh | GPT2 inhibitor | 3T3 cytotox | SNCA expr inh | IP6K1 inhibitor
Cc1cc(N2C[C@H](NC(=O)CN3CC(=O)NC3=O)[C@@H](C3CC3)C2)ncn1 | 1% | 1% | 1% | i | 3% | 2% | -5
Nc1ccc2nc(-c3ccc(O)cc3)sc2c1 | -2% | x | x | x | x | 1.3µM* | -17
N#Cc1nc(-c2ccc(COc3ccccc3)o2)oc1N1CCCCC1 | 3% | x | x | x | x | 8% | 1

# Next part.
mol | SNCA viab count | HEK293 tox | FLuc inh | GPT2 inhibitor | 3T3 cytotox | SNCA expr inh | IP6K1 inhibitor
Cc1ccc2oc(C(=O)Nc3cccc(-c4nc5ccccc5s4)c3)c(C)c2c1 | 7% | x | x | x | x | 143%[activator] | 15
CC(C)(C)OC(=O)N1CCC(c2c(C(=O)N3CCCCC3)cnn2-c2ccc(F)cc2F)CC1 | 2% | x | x | x | x | -5% | 24
COCC1CN(C)CC12CCN(S(=O)(=O)c1cccc(OC)c1)CC2 (stereo unspecified) | 27% | u | -14% | -14% | u | -3% | 3
COc1cccc(-c2cnc([C@@H]3COCCN3Cc3ccccc3)[nH]2)c1 | 0%[87.6 µM] | u | -4%[172 µM] | -8%[88.5 µM] | u | 1%[87.6 µM] | 2
Cc1cc(F)ccc1NC(=O)c1cnc2c(c1)N(C(=O)CCc1ccccc1)CCC2 | -1%[87.6 µM] | u | 1%[172 µM] | -11%[88.5 µM] | -22%[138 µM] | 30%[87.6 µM] | 23
COc1cccc(-c2cccc(C(=O)N3CCCC3C(=O)N3CCN(Cc4ccccc4)CC3)c2)c1 (stereo unspecified) | -12%[12.5 µM] | u | x | i | u | -20% | -8
CC1CCC2(CC1)OCC(C(=O)NCC1CCCO1)N2C(=O)c1cccc([N+](=O)[O-])c1 (stereo unspecified) | -9% | -20% | -6% | 3% | -17% | 22% | -7
Cn1ncc(N2CCC(CNC(=O)c3ccccc3-n3cncn3)C2)cc1=O (stereo unspecified) | -10% | -15% | -17% | i | -13% | 8% | 13
CC(=O)N1CCCC(C(=O)N2CCCC(c3nc4ncccc4[nH]3)C2)C1 (stereo unspecified) | -7% | -7% | x | i | -16% | 8% | 17
Cc1ccccc1C(=O)N1CC2(Cc3ccccc3C(=O)N2)C1 | 8% | 0% | x | -41% | i | 31% | 3
CN(Cc1ccccc1)C(=O)C[C@@H]1c2nc(NC(=O)c3c(F)cccc3F)sc2C[C@@H]2[C@](C)(CO)[C@H](O)CC[C@]21C | -5% | -3% | 4% | 2% | i | -23% | -16
CCc1cccc(NC(=O)c2cc(-c3ccccc3)n[nH]2)c1 | -3% | x | x | x | x | 126%[activator] | 1
COc1cc2ccccc2cc1C(=O)N1CCN(c2nc3c(F)cccc3s2)CC1 | 8% | x | x | x | x | 0% | 6
CCN(CC)C(=O)c1sc(NC(=O)C(C)Sc2nc(-c3ccccc3)cc(C(F)(F)F)n2)c(C(=O)OC)c1C (stereo unspecified) | u | x | x | x | x | -12% | 32
COc1ccc(-c2ccc3ncn(C4CC4)c(=O)c3n2)cc1OC | -3%[87.6 µM] | u | 63µM* | 3%[88.5 µM] | 40µM* | 6%[87.6 µM] | -7
Oc1ccccc1-c1nc2cnccn2c1Nc1ccc(Cl)cc1 | -20% | x | x | x | x | u | -20
Cc1cn2nc(C(=O)Nc3ccc(C(F)(F)F)cc3)cc2c(N2CCSCC2)n1 | -4% | -26% | -6% | -1% | u | -9% | -12
O=C(O)[C@H]1C[C@]2(CCCCNC2=O)N(C(=O)CCc2ccccc2)[C@H]1c1ccco1 | x | -27% | x | x | u | x | 4
CNC(=O)N1CCC(n2c(C)cnc2-c2ccccc2)CC1 | -12% | -11% | -9% | 0% | -3% | 31% | -3
COc1ccc(OC)c(NC(=O)Cn2cnc3sc(C)c(S(=O)(=O)N4CCN(c5ccccc5OC)CC4)c3c2=O)c1 | -1% | x | x | x | x | -4% | 3
COc1ccc(CC(=O)NC2CCN(C(=O)c3cccc(-c4ccc(OC)nn4)c3)CC2)cc1 | x | -2% | x | x | -24% | x | -4
COC(=O)CCCCC(CCSS/C(CCO)=C(\C)N(C=O)Cc1cnc(C)nc1N)SC(C)=O (stereo unspecified) | 12%[23.9 µM] | x | x | i | x | 111%[activator][25.6 µM] | 35
Cc1cccc(-c2ccc3c(c2)C(=O)N2CC[C@H](NC(=O)COCC(=O)O)[C@H]2C(=O)N3)c1C | -3% | -3% | -6% | i | i | 33%[activator] | 5
COc1ccc(S(=O)(=O)NCCc2sc(-c3cccc(F)c3)nc2C)cc1 | -18% | x | x | x | x | -15% | 13
COc1ccc2c(c1)OCC(C(=O)NCCNc1cc(C)ccn1)C2 (stereo unspecified) | 10% | -15% | -9% | -1% | 79µM* | -19% | -15
Cn1cccc1C(=O)N[C@H]1C[C@H]2C(=O)Nc3ccc(/C=C/c4ccccc4)cc3C(=O)N2C1 | -23% | u | -25% | 2% | u | -10% | 6
CCCN(C(=O)CCc1nc(-c2ccc(C)cc2)no1)c1ccc(OCC)cc1 | -8% | x | x | x | x | -27% | 5
CCc1[nH]c2c(CNC(=O)c3cnc(C)nc3)cc(C)cc2c1C | -11% | -29% | -2% | -35% | u | -25% | 19
CCCN(CC1CC1)C(=O)C1CCCN(Cc2ccncc2)CCC(=O)NCC1 (stereo unspecified) | 6% | -26% | -9% | 4% | -14% | -5% | -7
Cn1cnc2c(F)c(Nc3ccc(Br)cc3Cl)c(C(=O)NOCCO)cc21 | 12%&-6% | x | x | 4% | x | 13% | 15&3
Cc1cccc(N2CCN(C(=O)CCc3c(C)nc4c(c3C)c(=O)n(C)c(=O)n4C)CC2)c1C | -3% | x | x | x | x | 22% | 25
Cc1cccc(CNC(=O)c2cc3cc(S(=O)(=O)N4CCCCC4)ccc3n2C)c1 | -13% | x | x | x | x | -6% | 19
CCOc1ccccc1C(=O)N1CCC(N2C(=O)CCC2C(=O)NCc2ccccc2)CC1 (stereo unspecified) | 14% | -8% | -4% | -6% | -3% | 26% | -1
CCOc1ccccc1CNCc1c(C(=O)O)c(C)n(Cc2ccc(C)cc2)c1C | -11% | x | x | x | x | -5% | -12
O=C(c1nc(-c2ccc(F)cc2)c2ccccn12)N1CCOCC1 | 5%[87.6 µM] | 112µM* | -1%[172 µM] | 2%[88.5 µM] | -26%[138 µM] | -7%[87.6 µM] | -4
Cc1cc(C(=O)N2CCCCCCNC(=O)CC2c2ccccc2)nn1C (stereo unspecified) | -10% | i | -4% | -17% | -5% | 21% | 6
COc1ccc(C(=O)NCc2nnc3ccc(-c4ccc(Cl)cc4)nn23)cc1OC | -14% | u | 7% | 1% | -19% | -22% | 41
COC(=O)c1c(NC(=O)c2ccc(C(C)(C)C)cc2)sc2c1CCC(C)C2 (stereo unspecified) | 3% | x | x | x | x | -9% | 19
CC(=O)c1[nH]c(C)c(C(=O)N2CCCC(O)(CNC(=O)N(C)C)CC2)c1C (stereo unspecified) | 3% | 0% | 1% | 2% | -17% | -4% | 14
COc1ccccc1NC(=O)CSc1nnc(NC(=O)Nc2ccc(C)cc2)s1 | u | x | x | x | x | -4% | -2
CCOc1ccc(-n2nc3ccc(NC(=O)c4ccc(OC)c(Cl)c4)cc3n2)cc1 | -1% | x | x | x | x | 23% | -14
Cc1noc2c(-c3cccnc3NCc3cccnc3)cc(-c3ccccc3)nc12 | -3%[87.6 µM] | u | 3%[172 µM] | u | u | -10%[87.6 µM] | -15
CCc1nc([C@H]2CN(C)C[C@@H]2C(=O)NCC23CCCN2CCC3)c(C)[nH]1 | -19% | u | 1% | -2% | -4% | 8% | 7
COc1ccc(CCNC(=O)c2nnn3cc(-c4ccccc4)[nH]c(=O)c23)cc1OC | 14% | 2% | -3% | 4% | -25% | -6% | -17

# Some of the compounds tested; rates above refer to the full screens.
